# Screening data deposited in PubChem BioAssay by National Center for Advancing Translational Sciences (NCATS).
# L3MBTL1 inh = blocks human L3MBTL1 | AID 485360 | AlphaScreen L3MBTL1–H3K9me1 peptide binding | 0.66% of 230,000 active | Potency, µM (highest dose often 57.1 µM), without a hit: at the highest dose activity, negative = inhibition, hits mostly inhibitors; active = well fitted inhibition curve with a large enough effect; inconclusive = small, poorly fitted or top-dose-only effect; inactive = no such curve, though single readings can be large or run the other way; also: nearly all actives have a fitted effect of over 60% in size
# Target sequence (Q9Y468 whole entry, looked up): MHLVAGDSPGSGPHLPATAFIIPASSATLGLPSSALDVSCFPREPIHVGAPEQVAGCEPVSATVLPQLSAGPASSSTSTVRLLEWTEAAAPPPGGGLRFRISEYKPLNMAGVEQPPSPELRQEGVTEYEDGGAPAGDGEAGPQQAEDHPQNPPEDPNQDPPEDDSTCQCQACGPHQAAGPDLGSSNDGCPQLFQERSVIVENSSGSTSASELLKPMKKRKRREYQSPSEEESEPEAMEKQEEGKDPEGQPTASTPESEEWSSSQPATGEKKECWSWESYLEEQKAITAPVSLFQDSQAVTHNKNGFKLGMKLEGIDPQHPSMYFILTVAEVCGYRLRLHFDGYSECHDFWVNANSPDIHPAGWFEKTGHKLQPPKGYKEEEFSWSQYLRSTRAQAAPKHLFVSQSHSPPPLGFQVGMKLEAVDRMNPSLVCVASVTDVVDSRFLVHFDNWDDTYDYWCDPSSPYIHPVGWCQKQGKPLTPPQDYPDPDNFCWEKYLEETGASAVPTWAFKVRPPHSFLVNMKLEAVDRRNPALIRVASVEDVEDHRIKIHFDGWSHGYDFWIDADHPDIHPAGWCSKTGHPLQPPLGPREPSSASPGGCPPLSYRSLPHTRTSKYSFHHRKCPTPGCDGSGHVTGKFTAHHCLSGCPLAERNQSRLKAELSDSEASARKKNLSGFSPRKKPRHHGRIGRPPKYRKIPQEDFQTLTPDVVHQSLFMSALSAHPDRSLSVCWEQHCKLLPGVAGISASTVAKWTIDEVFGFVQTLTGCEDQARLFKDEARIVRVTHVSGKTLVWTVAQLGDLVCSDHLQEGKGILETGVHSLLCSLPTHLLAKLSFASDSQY
#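 First, the protein-peptide complex forms for 30 min at room temperature (L3MBTL1 50 nM, biotinylated H3K9me1 peptide 75 nM). Next, compounds are pin-transferred and incubated 30 min. Finally, AlphaScreen beads are added and read after 30 min.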
# * = called active by the depositor; ? = inconclusive; [ ] = another dose, or the depositor's remark. % is scaled to controls: 0 for no effect and ±100 for the full control effect; potency is read from the fitted curve at half-maximal effect. Some of the compounds tested; count on the stated rates, not on these rows.
no. | mol | L3MBTL1 inh
1 | COc1ccc(NC(=S)NC2CCCC2)c(OC)c1 | -5%
2 | CCOc1ccc(OCCC(=O)OCC(=O)c2c(N)n(C)c(=O)n(C)c2=O)cc1 | -6%
3 | Cc1ccc(NC(=O)C(C)OC(=O)COc2cccc(C(F)(F)F)c2)cc1 (stereo unspecified) | 7%
4 | Cc1nnc(SC(C)C(=O)Nc2ccc(Cl)cc2Cl)[nH]c1=O (stereo unspecified) | 4%
5 | COc1ccc(Br)c(C(=O)OCC(=O)NC2CCCCCC2)c1 | 10%
6 | Cc1ccnc(NC(=O)c2ccc(OCc3c(C)noc3C)cc2)c1 | ?
7 | C[C@H]1CN=C(N(C)C)N1CCCC1CCCCC1 | 12%
8 | C[C@@H]1COC(=O)[C@@H](Cc2ccc(F)cc2)C/C=C\C[C@@H](CC(=O)N[C@H](CO)Cc2ccccc2)C(=O)N1 | 5%
9 | COc1cccc(C(=O)N2CCN(c3ccc(N4CCOCC4)nn3)CC2)c1 | -4%
10 | COc1ccc(OC)c(S(=O)(=O)NC2CC(=O)N(c3ccc(C)c(C)c3)C2)c1 (stereo unspecified) | -6%
11 | CN(C)S(=O)(=O)c1cccc(COC(=O)CCNC(=O)c2ccc([N+](=O)[O-])cc2)c1 | 0%
12 | O=C(COc1ccccc1Cc1ccccc1)Nc1cccnc1 | -2%
13 | COc1cc(C(=O)NCC(c2cccs2)N2CCOCC2)c([N+](=O)[O-])cc1OC (stereo unspecified) | 7%
14 | COc1ccc(CNC(=O)C[C@H]2C[C@H](C(=O)N3CCOCC3)[C@@]3(C)c4[nH]c5ccc(Cl)cc5c4CCN3C2=O)cc1OC | 1%
15 | C[C@H](CO)N1C[C@H](C)[C@@H](CN(C)S(C)(=O)=O)Oc2ccc(NS(=O)(=O)c3cn(C)cn3)cc2C1=O | 4%
16 | O=C(CCNC(=O)c1ccccc1)NC1CCCc2ccccc21 (stereo unspecified) | 40%[activator]
17 | OCC[C@H]1C[C@@H](O)[C@H](O)[C@]2(CCc3ccccc3CO2)O1 | -11%
18 | C[C@@H]1CN([C@H](C)CO)C(=O)c2cccc(NS(=O)(=O)c3ccccc3)c2O[C@H]1CN(C)C | -25%
19 | CC(C(=O)OCC(=O)Nc1ccc(S(N)(=O)=O)cc1)N1C(=O)c2ccccc2C1=O (stereo unspecified) | 6%
20 | CC1CC(C)CN(C(=O)CN2C(=O)NC3(CCCCCCC3)C2=O)C1 (stereo unspecified) | -6%

# Rewritten with values ahead of the structure: entries from further up
entry | L3MBTL1 inh | Compound
14 | 1% | COc1ccc(CNC(=O)C[C@H]2C[C@H](C(=O)N3CCOCC3)[C@@]3(C)c4[nH]c5ccc(Cl)cc5c4CCN3C2=O)cc1OC
15 | 4% | C[C@H](CO)N1C[C@H](C)[C@@H](CN(C)S(C)(=O)=O)Oc2ccc(NS(=O)(=O)c3cn(C)cn3)cc2C1=O

# Going on with the list:
no. | mol | L3MBTL1 inh
21 | CCC(CO)Oc1cc(NCc2cccnc2)c2ncn(C(C)C)c2c1 (stereo unspecified) | -2%
22 | CCc1ccccc1NC(=O)CN1CCN(C(=O)CNC(=O)c2ccc(N3CCCC3=O)cc2)CC1 | 6%
23 | COc1cccc(NC(=O)C(C)Sc2nnc(C3CC3)n2C2CC2)c1 (stereo unspecified) | 7%
24 | CC1CCN(C(=O)CSc2nc(=O)n3ccccc3n2)CC1 | -1%
25 | Cc1ccc(C)c(OCCC(=O)N2CCN(S(=O)(=O)c3cc(F)ccc3F)CC2)c1 | 8%
26 | CCc1ccc(NC(=O)COC(=O)CC2CCCC2)cc1 | 7%
27 | Cc1ccc(NC(=O)C2CSC3(C)CCC(=O)N23)cc1S(=O)(=O)N1CCOCC1 (stereo unspecified) | 6%
28 | Cc1csc(=O)n1CCC(=O)OCC(=O)NNC(=O)c1ccccc1 | -6%
29 | O=C(NC(=S)NNC(=O)c1ccccc1[N+](=O)[O-])c1ccc(Br)cc1 | 8%
30 | O=C(COC(=O)COc1ccc(Br)cc1)NC1CCCC1 | 3%
31 | Cc1ccc(CNC(=O)CSc2ncc(C(=O)Nc3ccccc3)c(=O)n2C)cc1 | -1%
32 | COc1ccccc1CNC(=O)CN1C(=O)NC2(CCOc3ccccc32)C1=O (stereo unspecified) | 1%
33 | NC(=O)CCCn1c(C(=O)c2cc(Cl)c(N)c(Cl)c2)c2ccc([N+](=O)[O-])cc2[n+]1[O-] | -1%
34 | O=C(OCCCOC(=O)c1ccc(Br)o1)c1ccc(Br)o1 | 6%
35 | C[C@@]12C(=O)Nc3cc(Cl)ccc3C(=O)N1[C@H]1c3ccccc3OC[C@@H]1[C@@H]2c1ccccc1 | -7%
36 | CCCN1CCc2c(sc(NC(=O)C3CCN(S(=O)(=O)c4cccs4)CC3)c2C(N)=O)C1 | -7%
37 | O=C(NCc1cccnc1)C1CCN(S(=O)(=O)c2cc([N+](=O)[O-])ccc2Cl)CC1 | 1%
38 | CCCc1cc(=O)[nH]c(SCC(=O)N2CC3(C)CC2CC(C)(C)C3)n1 (stereo unspecified) | 6%
39 | O=C(C[C@H]1C/C=C\CCCC(=O)OC[C@H]2CCCN2C1=O)NCCO | -1%
40 | C=CCn1c(SCC(=O)NCC(c2ccccc2)N(C)C)nnc1C1CCCCC1 (stereo unspecified) | 1%
41 | Cc1ccsc1C(=O)N1CCN(C(=O)c2ccco2)CC1 | 6%
42 | Cc1ccc(NC(=O)CN(C)CC(=O)N(C)Cc2ccccc2)cc1 | 2%
43 | Cc1cccc(OCC(=O)Nc2cc(NC(=O)COc3cccc(C)c3)cc(C(=O)O)c2)c1 | 0%
44 | CC(C)(C)OC(=O)N1CCC(NC(=O)c2nc[nH]c2C(=O)NC2CCN(C(=O)OC(C)(C)C)CC2)CC1 | -3%
45 | NNC(=O)c1n[nH]c2c1CC(C1CCCCC1)CC2 (stereo unspecified) | -1%
46 | CON(C)C(=O)/C=C/CCCCNC(=O)OC(C)(C)C | -6%
47 | CC(=O)Nc1ccc(NC(=O)COC(=O)c2ccc(Cl)nc2)cc1 | 1%
48 | Cc1ccc2c(c1)C(=O)C(=O)N2Cc1ccc(C(F)(F)F)cc1 | -17%
49 | O=C(c1ccc(Cl)c(S(=O)(=O)N2CCc3ccccc32)c1)N1CCN(c2ccccc2O)CC1 | ?
50 | C[C@H](NC(=O)c1ccc(Cl)cc1)C(=O)NNC(=O)c1cccs1 | -3%
51 | CN(CC(=O)Nc1ccc(OC(F)(F)F)cc1)C(=O)Cn1c(=O)cnc2ccccc21 | 0%
52 | Cc1ccccc1NC(=O)Cc1nc(COC(=O)c2nc(Cl)ccc2Cl)cs1 | 0%
53 | Cc1onc(-c2c(F)cccc2Cl)c1C(=O)N[C@@H]1C(=O)N2C(C(=O)O)C(C)(C)S[C@H]12 (stereo partly specified) | 8%
54 | O=C(CSc1ncnc2sccc12)NCc1ccc2c(c1)OCO2 | -1%
55 | CCOC(=O)c1ccc(S(=O)(=O)NNC(=O)Cc2csc(C)n2)cc1 | -1%
56 | CC[C@]1(C(=O)OC)[C@H]2C(=O)N(Cc3ccccc3)C(=O)[C@H]2[C@H]2CN=C(SCc3ccc(Cl)cc3)N21 | 1%
57 | CN(c1ccccc1)S(=O)(=O)c1cccc(C(=O)OCC(=O)NCc2ccccc2)c1 | 8%
58 | CCCCCCSc1ccc([C@@H]2[C@H]3C(=O)N(CC)C(=O)[C@H]3[C@]3(C(=O)OC)CCCN23)cc1 | -12%
59 | CCc1noc(C)c1C(=O)NNC(=O)COc1ccc(C)cc1 | 1%
60 | N#CCCN(C(=O)COC(=O)c1cc(S(=O)(=O)N2CCOCC2)ccc1Cl)c1ccc(F)cc1 | -4%
61 | Cc1csc(NC(=O)C2CC(=O)N(c3ccc4c(c3)OCCO4)C2)n1 (stereo unspecified) | 0%
62 | O=C(COC(=O)c1cccc(S(=O)(=O)N2CCCCCC2)c1)NCc1ccc(Cl)cc1 | 1%
63 | CC(C)NC(=O)N(C)C[C@H]1Oc2ccc(NS(=O)(=O)c3cn(C)cn3)cc2C(=O)N([C@H](C)CO)C[C@@H]1C | 0%
64 | O=C(CNC(=O)c1ccc(Cl)cc1Cl)NCc1ccccn1 | 2%
65 | COc1ccccc1-c1sc2cc3c(cc2c1-c1ccc2c(c1)OCO2)OCO3 | 0%
66 | COc1ccc(C(=O)NCCS(=O)(=O)NCc2ccccc2OC)cc1 | 7%
67 | CN(C(=O)c1cncc(Br)c1)c1c(N)n(Cc2ccccc2)c(=O)[nH]c1=O | -2%
68 | O=C(CNC(=O)c1ccc(Br)o1)NNC(=O)c1cccc(Cl)c1 | 0%
69 | Cc1cc2c(cc1S(=O)(=O)NCCc1ccccc1)NC(=O)CO2 | 0%
70 | O=C(COC(=O)Cc1c(F)cccc1Cl)Nc1ccc2[nH]c(=O)[nH]c2c1 | -8%
71 | COC(=O)C1(CC2CC(c3ccncc3)=NO2)CCN(C(=O)OC(C)(C)C)CC1 (stereo unspecified) | 2%
72 | COc1ccccc1C(=O)NCCC(=O)N(C)CC(=O)Nc1ccc(Cl)cc1 | 1%
73 | Cc1ccc(C(=O)OCC(=O)NC2CCS(=O)(=O)C2)c(C)c1 (stereo unspecified) | 2%
74 | O=C(OCc1nnc(-c2cccs2)o1)c1cccnc1Cl | 10%
75 | CSc1ccccc1NC(=O)CN(C)C(=O)C1CCN(C(=O)Nc2ccccc2)CC1 | 3%
76 | CN1CCN(C(=O)CNC(=O)C23CC4CC(CC(C4)C2)C3)CC1 | 10%
77 | CCC1(c2ccc(Cl)cc2)NC(=O)N(CC(=O)NC2CCCCCC2)C1=O (stereo unspecified) | -8%
78 | CCN(C[C@H]1N[C@@](CC)(C(=O)OC)[C@H]2C(=O)N(Cc3ccccc3)C(=O)[C@@H]12)S(=O)(=O)c1ccc(C(F)(F)F)cc1 | 4%
79 | CCCCn1c(N)c(N(CCC(C)C)C(=O)c2c(C)noc2C)c(=O)[nH]c1=O | 5%
80 | O=C(CCC1CCCC1)NNC(=O)c1ccc(F)cc1 | 0%

# 2 of these compounds in another layout.
76. CN1CCN(C(=O)CNC(=O)C23CC4CC(CC(C4)C2)C3)CC1
  L3MBTL1 inh: 10%

61. Cc1csc(NC(=O)C2CC(=O)N(c3ccc4c(c3)OCCO4)C2)n1 (stereo unspecified)
  L3MBTL1 inh: 0%

# Returning to the listing, starting 7 compounds before the break.
no. | mol | L3MBTL1 inh
74 | O=C(OCc1nnc(-c2cccs2)o1)c1cccnc1Cl | 10%
75 | CSc1ccccc1NC(=O)CN(C)C(=O)C1CCN(C(=O)Nc2ccccc2)CC1 | 3%
76 | CN1CCN(C(=O)CNC(=O)C23CC4CC(CC(C4)C2)C3)CC1 | 10%
77 | CCC1(c2ccc(Cl)cc2)NC(=O)N(CC(=O)NC2CCCCCC2)C1=O (stereo unspecified) | -8%
78 | CCN(C[C@H]1N[C@@](CC)(C(=O)OC)[C@H]2C(=O)N(Cc3ccccc3)C(=O)[C@@H]12)S(=O)(=O)c1ccc(C(F)(F)F)cc1 | 4%
79 | CCCCn1c(N)c(N(CCC(C)C)C(=O)c2c(C)noc2C)c(=O)[nH]c1=O | 5%
80 | O=C(CCC1CCCC1)NNC(=O)c1ccc(F)cc1 | 0%
81 | O=C(NCCS(=O)(=O)N1CCN(Cc2ccccc2)CC1)c1ccc(F)cc1 | 4%
82 | CCC(=O)c1ccc(OCC(=O)NNC(=O)c2cc(C)oc2C)cc1 | 4%
83 | COCO/C=C(\NC(C)=O)c1ccccc1 | -3%
84 | CC(C(=O)N1CCc2ccccc21)N1CCN(S(=O)(=O)c2ccc(C(F)(F)F)cc2)CC1 (stereo unspecified) | 17%
85 | N#CCSc1nc(-c2ccccc2)nc2ccc(F)cc12 | 5%
86 | Cc1ccc(S(=O)(=O)N2[C@@H](c3ccc(F)cc3)C(C(=O)O)=C[C@H]2CC2CCCC2)cc1 | -9%
87 | CCCCn1nc(C(=O)N(C)C2CCCCC2)c2ccccc2c1=O | -3%
88 | O=C(COC(=O)C1CCN(c2ccc(C(F)(F)F)cn2)CC1)Nc1ccc(F)cc1[N+](=O)[O-] | -20%
89 | COCCn1c(N)c(N(Cc2ccccc2)C(=O)CSCC(=O)Nc2ccc(OC)cc2)c(=O)[nH]c1=O | 3%
90 | Cc1nc(-c2ccc(F)cc2)c(CC(=O)N2CCN(S(=O)(=O)c3cccc([N+](=O)[O-])c3)CC2)s1 | -4%
91 | O=C(CCCN=C1NS(=O)(=O)c2ccccc21)OCC(=O)c1ccc(F)cc1 | -2%
92 | CCCn1c(N)c(C(=O)CN(C)CC(=O)Nc2c(C)cc(C)cc2C)c(=O)[nH]c1=O | -8%
93 | Cc1c(NS(=O)(=O)c2cccc(C(=O)Nc3ccccc3)c2)c(=O)n(-c2ccccc2)n1C | -3%
94 | Cc1ccc(NCC(=O)Nc2cccc(S(=O)(=O)N(C)C)c2)cc1S(=O)(=O)N1CCCCCC1 | -15%
95 | COc1ccc(-n2c(=O)c(CCC(=O)N3CCC(C)CC3)nc3ccccc32)cc1 | 0%
96 | COc1ccc(C)c2sc(N(CCCN(C)C)C(=O)CS(=O)(=O)c3ccc(F)cc3)nc12 | -13%
97 | CCOC(=O)C1=C(COC(=O)CCNS(=O)(=O)c2ccc(C)c(C)c2)NC(=O)NC1C (stereo unspecified) | 0%
98 | CN1CCN(CC(C)(C)NS(=O)(=O)c2ccccc2)CC1 | 6%

# Exported with the structure last: part of the list above
cpd	L3MBTL1 inh	SMILES
90	-4%	Cc1nc(-c2ccc(F)cc2)c(CC(=O)N2CCN(S(=O)(=O)c3cccc([N+](=O)[O-])c3)CC2)s1
91	-2%	O=C(CCCN=C1NS(=O)(=O)c2ccccc21)OCC(=O)c1ccc(F)cc1
92	-8%	CCCn1c(N)c(C(=O)CN(C)CC(=O)Nc2c(C)cc(C)cc2C)c(=O)[nH]c1=O
